Compound activity deposited in PubChem BioAssay by several laboratories.
EBNA-1 inhibitor – blocks EBNA-1 binding to DNA; EBNA-1 DNA binding, fluorescence polarization; inhibition, % at 14.8 µM; actives 0.34% (n = 300,000); in the data active = inhibition above about 28%
TPT1 inh – C. albicans TPT1 enzyme inhibition | inhibition, % at 5 µM | actives 0.81% (n = 300,000) | recombinant caTPT1, FP RNA substrate dephosphorylation;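 active = inhibition above the mean of all tested compounds plus 3 SD, set per screening campaign, cut at about 24% in these data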;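 note: plate controls were DMSO alone for no effect and ferristatin control at 100 nM for full effect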
PP5 inh – PP5 (human) phosphatase inhibition. purified PP5c, OMFP substrate fluorescence. AID 1987. inhibition, % at 6.7 µM. P53041. actives 0.18% (n = 320,000);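 active = inhibition above the campaign's mean inhibition across all tested compounds plus 3 SD, cut at about 9.5% in these data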;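 note: 0% = DMSO only and 100% = 100 µM cantharidin control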
PREPL inhibitor – inhibitors of human prolyl oligopeptidase-like enzyme PREPL | Q4J6C6 | recombinant PREPL, fluorescence polarization activity-based probe | inhibition, % at 5.96 µM | actives 0.68% (n = 320,000); in the data active = inhibition above about 43%;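 note: 0% = enzyme with DMSO and 100% = wells lacking enzyme; many of its hits are not listed in these tables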
Target sequence (Q4J6C6 whole entry, looked up): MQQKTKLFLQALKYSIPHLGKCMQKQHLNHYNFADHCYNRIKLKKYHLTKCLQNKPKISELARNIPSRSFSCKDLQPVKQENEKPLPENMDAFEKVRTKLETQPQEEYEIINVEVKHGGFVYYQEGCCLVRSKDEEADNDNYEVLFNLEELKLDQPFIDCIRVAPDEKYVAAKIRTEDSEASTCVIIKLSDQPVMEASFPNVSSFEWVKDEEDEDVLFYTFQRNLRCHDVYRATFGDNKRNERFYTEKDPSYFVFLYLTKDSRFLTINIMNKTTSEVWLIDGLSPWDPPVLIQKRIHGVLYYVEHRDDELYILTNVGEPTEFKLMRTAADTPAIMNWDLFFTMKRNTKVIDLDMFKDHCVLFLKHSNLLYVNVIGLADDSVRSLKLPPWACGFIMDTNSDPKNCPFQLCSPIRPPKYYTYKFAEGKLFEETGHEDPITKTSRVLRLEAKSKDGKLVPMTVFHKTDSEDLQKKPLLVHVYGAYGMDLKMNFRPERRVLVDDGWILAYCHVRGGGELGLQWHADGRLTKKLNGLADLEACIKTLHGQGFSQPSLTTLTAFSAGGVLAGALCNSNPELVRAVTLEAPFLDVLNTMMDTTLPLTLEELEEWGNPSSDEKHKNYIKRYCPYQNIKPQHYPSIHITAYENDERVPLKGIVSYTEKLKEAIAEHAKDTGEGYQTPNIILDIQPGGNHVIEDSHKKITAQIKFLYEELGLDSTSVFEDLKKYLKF
Efflux pump inh – antifungal efflux pump inhibition, Nile Red retention; inhibition, % at 10 µM; actives 0.44% (n = 330,000); AID 485275; S. cerevisiae Candida pump triplex;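 active = plate passing quality check with inhibition over a set limit, or well fluorescence over plate mean plus 4 SD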;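 note: Nile Red retained in pooled yeast measured as flow cytometry median fluorescence; 0% = buffer negative control and 100% = Enniatin B positive control; higher means more Nile Red kept so more efflux inhibition; some compounds called inactive have numbers as strong as hits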
PP1 counter – PP1-alpha (human) inhibition in PP5 counter-screen. P62136. purified PP1alpha, OMFP fluorescence. inhibition, % at 6.7 µM. actives 0.9% (n = 320,000);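 active = inhibition above the mean inhibition of all tested compounds plus 3 SD, computed separately for each screening campaign, cut at about 15% in these data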
ZTA counter – blocks Epstein-Barr virus ZTA, an EBNA-1 counter-screen; inhibition, % at 11 µM; AID 2234; P03206; ZTA-DNA binding, fluorescence polarization; actives 0.15% (n = 320,000); in the data active = inhibition above about 33%
Target sequence (P03206 whole entry, looked up): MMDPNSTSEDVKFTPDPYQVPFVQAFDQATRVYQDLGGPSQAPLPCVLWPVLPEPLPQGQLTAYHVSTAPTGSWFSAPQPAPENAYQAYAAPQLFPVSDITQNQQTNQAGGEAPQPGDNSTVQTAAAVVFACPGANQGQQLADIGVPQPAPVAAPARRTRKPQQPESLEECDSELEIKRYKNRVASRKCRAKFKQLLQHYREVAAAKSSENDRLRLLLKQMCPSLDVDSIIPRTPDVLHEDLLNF
core dimer inh – blocks dimerization of HCV core protein | TR-FRET GST/Flag-core106 dimerization, 1536-well | inhibition, % at 5 µM | actives 0.33% (n = 300,000) | AID 1899;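 active = inhibition above the mean of all tested compounds plus 3 SD, set per screening campaign, cut at about 45% in these data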
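System – GST-tagged and Flag-tagged HCV core protein residues 1-106 · Repeats – one well for each compound · Technique – TR-FRET 671 and 617 nm emission · Doses – one concentration, 5 µM, in 0.5% DMSO · Times – 4 h, 22.5 °C incubation · Also added – Eu donor and XL665 acceptor anti-tag antibodies · Measure – percent inhibition of core106 dimerization signal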
Fh CTSL1 inh – cathepsin L1 inhibition, PFM18AAP counter-screen; recombinant F. hepatica cathepsin L1, Z-Leu-Arg-MCA fluorescence; inhibition, % at 5.96 µM; actives 0.49% (n = 300,000);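 active = inhibition above the mean of all tested compounds plus 3 SD, set per screening campaign, cut at about 17% in these data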;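 note: 0% = plate median of test compound wells and 100% = 1 µM Z-Phe-Ala-diazomethylketone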
Active calls of the source: *; x = not tested or not shown. Some of the compounds tested; the hit share may differ from the screen's.

SMILES	EBNA-1 inhibitor	TPT1 inh	PP5 inh	PREPL inhibitor	Efflux pump inh	PP1 counter	ZTA counter	core dimer inh	Fh CTSL1 inh
Cc1cc(=O)oc2cc(OCC(=O)OCC(=O)N3CCC(C)CC3)ccc12	-2	-2	-2.3	-12	-0.1	-3	-3	-4	-8
CCOc1ccccc1N(C(=O)Nc1cccc(Cl)c1)C1=NC(C)CS1 (stereo not drawn)	2	0	-1.9	3	0.0	-5	9	4	-3
Cc1nc(N2CCc3ccccc3C2)[nH]c(=O)c1CCC(C)C	0	-2	3.8	-1	0.0	0	2	-2	-1
CCCc1cc(=O)oc2cc(OCc3cc(OC)c(OC)c(OC)c3)c(Cl)cc12	3	-2	2.0	-5	0.1	0	5	-2	-1
CC1Sc2ccc(C(=O)Nc3ccc(S(=O)(=O)N(C)C)cc3)cc2NC1=O (stereo not drawn)	11	4	0.8	1	0.1	-2	-9	5	1
CCCCC(CCC(=O)Nc1ccccc1C(=O)OCC)C(=O)O (stereo not drawn)	7	2	0.3	-1	0.0	-1	11	-6	4
CCN(CC)S(=O)(=O)c1cccc(-c2nnc(SCC(N)=O)n2C)c1	0	-1	-0.5	5	0.0	-5	8	1	-5
Nc1ccc(N=Nc2ccccc2O)c(N)c1	0	3	12*	31	0.2	-11	11	-16	2
COC(=O)c1cc(S(=O)(=O)N2CCN(c3ccc([N+](=O)[O-])cc3)CC2)c[nH]1	-2	1	3.6	-33	0.4	-6	3	8	0
CC(=O)OCCc1c2ccccc2c(CCCN(C)C)c2ccccc12	6	-2	1.9	21	0.0	2	6	-2	-3
Cc1ccc2nc(Nc3ccccc3)cc(C)c2c1	-4	-1	7.8	6	0.6	4	6	-7	0
O=C(O)c1cccc(N2C(=O)/C(=C/c3ccc([N+](=O)[O-])cc3)C=C2c2ccccc2)c1	-5	5	0.6	1	-0.1	1	-1	17	2
CN(C(=O)COC(=O)CCc1c[nH]c2ccccc12)C(c1ccccc1)c1ccccc1	7	-5	1.1	4	-0.1	0	8	8	-4
COc1ccc2c(c1)C(c1ccc(N3CCOCC3)cc1)=NNC(c1cccnc1)=N2	-5	1	0.8	23	0.1	1	-11	-12	1
COCCOn1c(SCCOC)nc2ccccc2c1=O	2	-2	2.1	6	0.2	-2	-1	3	1
O=C(CN1CCN(c2ccccc2)CC1)NC(=O)NCc1ccccc1	x	x	-0.7	-7	0.0	0	7	x	x
CCN(CC)CCN(C(=O)c1ccc2c(c1)OCCO2)c1nc2c(Cl)cccc2s1	1	0	4.1	3	0.0	-1	1	0	3
COc1ccc(C(=O)/C=C/Sc2nc3ccccc3o2)cc1	-3	0	1.4	-6	-0.1	2	7	7	4
COc1ccc(NC(=O)C2CCOC2=O)cc1 (stereo not drawn)	-4	-2	-1.5	6	-0.1	-4	-4	-9	-1
COc1ccc(NC(=O)CN(C)C(=O)c2ccc(NS(=O)(=O)c3ccc(C)c([N+](=O)[O-])c3)cc2)cc1	6	-2	0.1	12	-0.2	-4	8	5	2
CCOC(=O)c1c(C=O)c(C)n(Cc2ccccc2)c1C	9	3	-0.8	-1	0.0	-1	-9	5	5
N#Cc1sc(C(N)=O)c(-c2ccccc2)c1-c1ccccc1	14	-3	-1.0	-1	-0.2	-1	-1	-1	-2
O=C(NC(O)C(=O)c1ccccc1)c1ccc(F)cc1 (stereo not drawn)	-15	-1	1.9	-5	-0.1	2	-9	-15	18*
CN(C(=O)CSCC(=O)O)C1CCCCC1	12	2	-0.3	1	0.0	-2	0	1	0
O=C(COC(=O)c1ccc(O)cc1)Nc1ccc(OC(F)F)cc1	-6	-5	0.2	6	-0.1	-1	-3	-2	-4
SMILES	EBNA-1 inhibitor	TPT1 inh	PP5 inh	PREPL inhibitor	Efflux pump inh	PP1 counter	ZTA counter	core dimer inh	Fh CTSL1 inh
O=C(NC1(C(F)(F)F)N=C2SCCN2C1=O)c1ccco1 (stereo not drawn)	-12	0	1.1	8	0.0	-12	7	-3	-1
Cc1cccc(N2CCN(C(=O)C3CCN(c4ncnc5c4nc4n5CCCCC4)CC3)CC2C)c1 (stereo not drawn)	-16	-1	4.2	32	-0.1	5	2	1	-2
Cc1ccc(C2CC(c3ccco3)n3nc(N)nc3N2)cc1 (stereo not drawn)	-7	3	0.7	34	0.0	1	1	9	-4
Oc1cccc(Nc2nc(-c3ccccc3)nc3ccccc23)c1	0	-1	4.5	-2	0.1	2	4	13	6
CN(/C=C/c1c([N+](=O)[O-])c(=O)n(C)c(=O)n1C)c1ccccc1	0	-2	3.0	1	0.2	-4	1	-1	3
Oc1ccc(/C=C/c2cnccn2)cc1	-4	2	2.3	3	-0.1	-4	-8	-3	3
COc1ccccc1NC(=O)C(=O)NNC(=O)COc1ccc2ccccc2c1	8	-1	-1.3	2	-0.1	13	21	20	-5
O=C(Nc1cccnc1)c1ccc(Cl)c([N+](=O)[O-])c1	-1	0	0.8	-1	0.1	-3	1	-2	0
CC1CCCN(CCC(=O)Nc2ccc3c(c2)CCC3)C1 (stereo not drawn)	4	-5	1.4	23	0.3	-6	13	1	0
CCOC(=O)c1c(C)c(-c2ccccc2)n(CC(=O)N2CCCC2)c1C	-6	-4	2.3	2	0.0	0	-12	-12	-1
O=C(NCc1ccccn1)C(=O)C1C(=O)Nc2ccccc21 (stereo not drawn)	-5	2	-2.1	-1	-0.1	-4	7	-5	-7
COc1ccc(CC(NC(C)=O)C(=O)NC2CCN(C(=O)Nc3ccc(Cl)cc3)CC2)cc1OC (stereo not drawn)	7	1	1.3	6	0.0	-1	7	5	-2
COc1cccc(CN2CCN(Cc3cc(OC)c(OC)cc3[N+](=O)[O-])CC2)c1	11	0	2.2	4	-0.2	7	-13	3	1
Cc1ccc2cccc(Oc3ncnc4scc(-c5ccc(Cl)cc5)c34)c2n1	4	-1	3.5	3	0.8	4	-11	7	0
Cc1ccc(NS(=O)(=O)c2ccc(C(=O)N3CC(C)OC(C)C3)cc2)cc1 (stereo not drawn)	0	-5	-1.9	21	0.0	-5	-1	-6	1
Cn1cc([N+](=O)[O-])c(C(=O)Nc2ccn(C34CC5CC(CC(C5)C3)C4)n2)n1	-18	1	3.1	12	16*	1	3	0	-4
CCCn1cc(NC(=O)c2cc3n(n2)C(C(F)(F)F)CC(c2ccccc2)N3)cn1 (stereo not drawn)	-5	7	5.9	23	0.1	-4	-2	2	-1
CCOC(=O)c1cnc2ccc(OCC)cc2c1NCc1ccccc1OC	2	0	0.4	1	4.2	-1	-6	0	3
CC1Cc2ccccc2N1C(=O)CSc1nnc(-c2ccc(S(=O)(=O)N3CCCC3)cc2)n1C (stereo not drawn)	-3	2	0.8	1	0.6	2	11	-4	-2
CSCC[C@H](NC(=O)N1CCn2c1nc1ccccc12)C(=O)NCc1ccc(F)cc1	-12	1	3.1	-1	0.1	-1	-5	-14	-9
CCC1CN(C(=O)N2CCC(C(=O)NCc3ccccc3OC)CC2)c2ccccc2O1 (stereo not drawn)	-3	-3	2.6	10	0.0	2	-24	-9	6
COC(=O)Cc1ccc(OCc2ccc(Cl)nc2)cc1	-2	-2	1.1	4	-0.4	2	-15	-1	8
COc1ccccc1N(CC(=O)NCc1ccco1)S(=O)(=O)c1ccc(C)cc1	1	-1	0.8	-2	0.4	4	-8	31	1
c1ccc(Cc2noc(CN3CCN(Cc4ccc5c(c4)OCO5)CC3)n2)cc1	4	1	-2.5	1	-0.1	-3	9	-2	-2
Cc1cccc(N/C=C/C(=C(C#N)C#N)N(C)C)c1	-5	-1	0.1	-5	0.1	-3	-3	1	-1
SMILES	EBNA-1 inhibitor	TPT1 inh	PP5 inh	PREPL inhibitor	Efflux pump inh	PP1 counter	ZTA counter	core dimer inh	Fh CTSL1 inh
Cc1cc(C)nc(Nc2n[nH]c(COc3ccc(Cl)cc3)n2)n1	2	-2	0.9	-9	-0.1	3	-10	-2	1
C=CCc1cc(/C=C2/NC(=O)N(CC)C2=O)cc(OCC)c1OCc1ccc(C(=O)O)cc1	6	1	0.6	1	0.1	0	14	3	7
C#CCOCCOCCOCCNc1nc(N2CCN(C(=O)Cn3cc(CCO)nn3)CC2)nc(N2CCN(C(=O)[C@H]([C@@H](C)O)n3cc(CCCCN)nn3)CC2)n1	4	-1	-1.6	-2	x	0	3	-1	-2
CCN1CCN(C(=O)c2ccc3c(Cl)c4c(nc3c2)CCCC4)CC1	-6	-3	-0.6	-8	0.1	-3	-3	-5	3
CNC(=O)c1c(NC(=O)c2cccc(C)c2)sc2c1CCC2	-15	3	-0.1	15	0.2	7	-10	2	-3
Cc1sc2ccccc2[n+]1CCC(C)S(=O)(=O)[O-] (stereo not drawn)	5	-6	-0.3	-11	-0.2	-3	4	-6	-1
CCN1CCCC1CNC(=O)CCc1nnc(CCC2CCCCC2)o1 (stereo not drawn)	-12	2	-2.3	1	-0.1	-3	-4	0	-3
O=C(C1CC(Cl)CN1S(=O)(=O)c1ccc(Cl)cc1)N1CCOCC1 (stereo not drawn)	-4	4	-5.7	8	-0.1	-8	-15	-2	5
COc1ccc2cc3cc(C(=O)N4CCN(c5ccccn5)CC4)oc3nc2c1	5	-5	0.6	-1	0.0	3	6	5	-1
CCc1ccc(NCCC(=O)c2ccc(Br)cc2)cc1	-10	4	2.5	8	0.1	-2	0	2	-2

In the list so far, these contain a Cl atom.
SMILES	EBNA-1 inhibitor	TPT1 inh	PP5 inh	PREPL inhibitor	Efflux pump inh	PP1 counter	ZTA counter	core dimer inh	Fh CTSL1 inh
CCOc1ccccc1N(C(=O)Nc1cccc(Cl)c1)C1=NC(C)CS1 (stereo not drawn)	2	0	-1.9	3	0.0	-5	9	4	-3
CCCc1cc(=O)oc2cc(OCc3cc(OC)c(OC)c(OC)c3)c(Cl)cc12	3	-2	2.0	-5	0.1	0	5	-2	-1
CCN(CC)CCN(C(=O)c1ccc2c(c1)OCCO2)c1nc2c(Cl)cccc2s1	1	0	4.1	3	0.0	-1	1	0	3
O=C(Nc1cccnc1)c1ccc(Cl)c([N+](=O)[O-])c1	-1	0	0.8	-1	0.1	-3	1	-2	0
COc1ccc(CC(NC(C)=O)C(=O)NC2CCN(C(=O)Nc3ccc(Cl)cc3)CC2)cc1OC (stereo not drawn)	7	1	1.3	6	0.0	-1	7	5	-2
Cc1ccc2cccc(Oc3ncnc4scc(-c5ccc(Cl)cc5)c34)c2n1	4	-1	3.5	3	0.8	4	-11	7	0
COC(=O)Cc1ccc(OCc2ccc(Cl)nc2)cc1	-2	-2	1.1	4	-0.4	2	-15	-1	8
Cc1cc(C)nc(Nc2n[nH]c(COc3ccc(Cl)cc3)n2)n1	2	-2	0.9	-9	-0.1	3	-10	-2	1
CCN1CCN(C(=O)c2ccc3c(Cl)c4c(nc3c2)CCCC4)CC1	-6	-3	-0.6	-8	0.1	-3	-3	-5	3
O=C(C1CC(Cl)CN1S(=O)(=O)c1ccc(Cl)cc1)N1CCOCC1 (stereo not drawn)	-4	4	-5.7	8	-0.1	-8	-15	-2	5
